MCL1-BIM inh: inhibitors of human MCL1 binding to BIM-BH3 peptide; Q07820; hit rate 0.68% among 320,000; GST-MCL1 / FITC-Bim-BH3 fluorescence polarization; inhibition, % at 10.9 µM;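 active means inhibition above the mean inhibition of all tested compounds plus 3 SD, set per campaign, cut at about 40% in these data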;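 further: 0% = DMSO wells and 100% = unlabeled Bim-BH3 peptide control; higher means more loss of mP so more displacement of Bim peptide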
Target sequence (Q07820 whole entry, looked up): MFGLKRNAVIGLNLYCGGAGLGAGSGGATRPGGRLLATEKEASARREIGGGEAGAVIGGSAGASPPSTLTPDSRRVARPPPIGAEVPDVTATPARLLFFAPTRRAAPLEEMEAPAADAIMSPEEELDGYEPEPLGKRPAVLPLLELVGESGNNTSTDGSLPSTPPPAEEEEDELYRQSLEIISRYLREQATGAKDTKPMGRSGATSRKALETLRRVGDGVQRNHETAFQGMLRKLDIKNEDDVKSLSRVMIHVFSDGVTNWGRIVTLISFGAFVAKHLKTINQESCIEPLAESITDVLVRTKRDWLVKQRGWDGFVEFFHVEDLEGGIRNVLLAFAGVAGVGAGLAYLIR
Bcl-xL primary: blocks human Bcl-xL binding to Bim BH3 peptide | inhibition, % at 10.9 µM | hit rate 0.7% among 320,000 | GST-Bcl-xL / FITC-Bim BH3 peptide fluorescence polarization | Q07817;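 active means inhibition above the mean of all tested compounds plus 3 SD, cutoff set per campaign, cut at about 30% in these data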;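 further: 0% = DMSO wells and 100% = unlabeled Bim-BH3 peptide competitor; inhibitors lower millipolarization by displacing the labeled peptide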
Target sequence (Q07817 whole entry, looked up): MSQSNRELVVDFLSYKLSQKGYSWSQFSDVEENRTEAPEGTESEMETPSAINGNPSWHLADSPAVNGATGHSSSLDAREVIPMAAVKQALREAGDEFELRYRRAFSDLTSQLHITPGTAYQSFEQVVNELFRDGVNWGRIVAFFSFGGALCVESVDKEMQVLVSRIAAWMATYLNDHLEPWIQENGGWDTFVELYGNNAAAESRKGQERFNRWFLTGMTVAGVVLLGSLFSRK
MEX-5 binding: C. elegans MEX-5 TCR-2 RNA binding activity. hit rate 0.38% among 300,000. activity score (negative = inhibition of binding), % at 10 µM. Q9XUB2. MEX-5/FITC-TCR2 RNA binding, fluorescence polarization; hits give low values;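 active means inhibition past about -25% in most replicates, and total fluorescence under double the plate's negative control median, limit read from the data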;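 further: 0% = DMSO and -100% = 5 µM competing unlabeled TCR2 RNA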
Fam108B inh: counter-screen for RBBP9 inhibitors: inhibitors of mouse Fam108B | hit rate 0.33% among 300,000 | recombinant Fam108B, FP-Rh probe fluorescence polarization | inhibition, % at 9.51 µM;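 active means inhibition above the screen mean inhibition plus 3 SD, computed separately per campaign, cut at about 18% in these data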;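 further: inhibitors lower polarization as less probe binds the enzyme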
Efflux pump inh: inhibitors of Candida antifungal efflux pumps expressed in yeast; hit rate 0.44% among 330,000; S. cerevisiae Candida pump triplex, Nile Red efflux; AID 485275; inhibition, % at 10 µM;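 active means plate passing quality check with inhibition over a set limit, or well fluorescence over plate mean plus 4 SD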;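 further: Nile Red retained in pooled yeast measured as flow cytometry median fluorescence; 0% = buffer negative control and 100% = Enniatin B positive control; higher means more Nile Red kept so more efflux inhibition; some compounds called inactive have numbers as strong as hits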
ZTA DNA inh: ZTA (EBV) inhibition in EBNA-1 counter-screen | ZTA-DNA binding, fluorescence polarization | hit rate 0.15% among 320,000 | inhibition, % at 11 µM; in the data active means inhibition above about 33%
Yeast superoxide: yeast age-related superoxide inhibition as caloric restriction mimetic. S. cerevisiae aged cells, superoxide DHE fluorescence; hits give low values. superoxide response (% of plate mean), % at 10 µM. hit rate 0.18% among 330,000. AID 2690;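 active means superoxide response under a set limit, about three screen SD below normal, cut at about 65% in these data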;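 further: yeast aged for seven days with compound at 30 °C before DHE staining; 100% = average MFI of all compound-treated wells on the plate with controls excluded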
GLD-1 RNA inh: GLD-1-TGE RNA interaction inhibition (C. elegans). Q17339. purified GLD-1 + fluorescein TGE RNA, fluorescence polarization. inhibition, % at 5.96 µM. hit rate 0.44% among 320,000;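 active means percent inhibition above a per-plate cutoff, the plate mean of test compounds plus 3 SD, cut at about 30% in these data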;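 further: 0% = DMSO wells with GLD-1 and probe and 100% = wells lacking GLD-1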
Target sequence (Q17339 whole entry, looked up): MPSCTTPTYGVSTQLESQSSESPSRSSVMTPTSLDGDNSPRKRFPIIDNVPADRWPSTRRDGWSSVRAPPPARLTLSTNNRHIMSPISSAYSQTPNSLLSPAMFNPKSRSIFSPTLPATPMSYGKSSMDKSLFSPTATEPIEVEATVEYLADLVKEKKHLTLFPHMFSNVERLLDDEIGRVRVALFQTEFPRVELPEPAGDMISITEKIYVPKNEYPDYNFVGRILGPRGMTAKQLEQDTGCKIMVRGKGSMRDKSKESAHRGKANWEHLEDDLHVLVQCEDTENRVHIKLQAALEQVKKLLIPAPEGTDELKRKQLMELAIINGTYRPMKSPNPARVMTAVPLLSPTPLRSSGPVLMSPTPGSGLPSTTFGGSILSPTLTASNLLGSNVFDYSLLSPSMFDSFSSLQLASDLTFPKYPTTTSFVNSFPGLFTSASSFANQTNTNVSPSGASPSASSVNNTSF
EBNA-1 inhibitor: blocks EBNA-1 binding to DNA. EBNA-1 DNA binding, fluorescence polarization. inhibition, % at 14.8 µM. hit rate 0.34% among 300,000. AID 1950; in the data active means inhibition above about 28%
* = called active by the depositor; / = no result given.

SMILES	MCL1-BIM inh	Bcl-xL primary	MEX-5 binding	Fam108B inh	Efflux pump inh	ZTA DNA inh	Yeast superoxide	GLD-1 RNA inh	EBNA-1 inhibitor
O=C(O)c1ccccc1C(=O)NCCc1c(C(=O)O)[nH]c2ccc(Cl)cc12	0.0	-2.4	1.2	0.9	-0.1	9.5	97.9	-0.6	-0.4
COc1ccccc1NC(=O)C(C)OC(=O)/C(=C/c1ccccc1)NC(C)=O (configuration not stated)	-5.9	0.8	-1.9	1.1	-0.1	-4.0	106.0	6.3	2.4
CC(=O)Nc1ccc(NS(C)(=O)=O)cc1	-2.6	-4.6	0.7	0.0	0.2	-8.8	122.1	-1.7	18.1
O=C(Nc1ccc(O)c(-c2nc3ccccc3s2)c1)c1cc(=O)c2ccccc2o1	-5.5	2.0	-0.7	-0.2	-0.1	-11.0	119.8	3.9	-14.0
Cc1ccccc1/C=N/Nc1ccc(Cl)nn1	10.9	5.5	-5.1	-3.0	0.0	-16.4	119.1	7.6	0.7
COC(=O)CN(c1ccc(Cl)cc1C)S(C)(=O)=O	-1.6	2.7	2.3	-5.3	0.2	12.0	88.1	-4.7	4.3
C#CCOCCOCCOCCNc1nc(N2CCN(C(=O)Cn3cc(CCCCN)nn3)CC2)nc(N2CCN(C(=O)[C@H](C(C)C)n3cc(CCO)nn3)CC2)n1	0.8	1.4	-4.3	4.8	0.0	2.4	96.9	2.5	9.0
Cc1cc(Br)ccc1NC(=O)C1CCCO1 (configuration not stated)	8.2	4.5	1.2	-6.3	0.1	10.2	87.2	4.7	-2.9
COc1ccc(C(=O)NC(=S)NC(C)(C)C)cc1Br	13.5	5.4	1.0	-1.3	0.0	13.2	95.3	-0.5	4.2
Cc1ccccc1C(=O)Oc1cccc2c(O)cccc12	2.3	2.2	-0.9	-0.7	0.1	9.6	104.7	4.4	1.3
CN(Cc1ccc(F)cc1)C(=O)C(Cc1ccccc1)NC(=O)c1ccccc1 (configuration not stated)	5.1	5.5	1.9	3.1	0.1	5.6	92.4	6.1	-7.9
Cc1ccc(NC(=O)c2cc(-c3ccc4c(c3)OCO4)on2)cc1	3.4	5.6	1.0	-2.0	0.3	9.1	95.9	-1.2	-6.4
CCN(C(=O)c1c(-c2ccccc2)noc1C)c1ccccc1	1.0	1.5	0.9	-0.7	0.0	12.8	83.4	4.2	0.5
CN=CC1=C(O)C(C(=O)OC)C(C)(C)CC1=O (configuration not stated)	7.1	12.1	-0.6	3.8	-0.3	12.3	95.8	4.3	6.8
CC1CCCC/C1=N\Nc1ccc(S(N)(=O)=O)cc1[N+](=O)[O-] (configuration not stated)	5.3	1.3	-1.2	5.1	0.1	-3.2	107.0	9.6	0.3
CC(C)n1cc(C(N)=S)c(=O)n(Cc2ccccc2)c1=O	0.8	1.3	3.5	0.8	0.2	-8.8	83.4	-1.9	-14.9
CC1=NN(/C(=N\c2nnc(C)s2)Nc2ccccc2)[C@H](c2ccc(C)cc2)S1	5.1	0.8	/	0.8	0.0	-2.2	96.8	6.3	8.2
CCCNC(=O)c1cc(-c2ccccc2)c(N2CCCCC2)s1	12.6	2.3	0.8	-0.7	-0.1	17.4	101.5	-2.5	6.9
CCN1C(=O)[C@H]2[C@@H](c3ccc(-c4ccc(F)cc4)cc3)N[C@@](CC(C)C)(C(=O)OC)[C@H]2C1=O	-2.9	1.8	0.3	-1.3	/	-3.7	/	1.0	-3.4
C=CCn1cccc(C(=O)Nc2ccc(Cl)cc2)c1=O	5.5	-1.3	-0.6	-2.6	0.0	-18.0	98.9	2.7	-2.2
O=C(c1cc(-c2ccccc2O)on1)N1CCc2ccccc2C1	3.6	4.6	-2.8	-3.0	-0.6	-2.2	118.0	9.2	-1.0
CCCOC(=O)c1cc(NC(=O)/C=C/c2ccccc2)ccc1O	-2.1	-0.2	1.0	-13.5	0.0	1.0	90.7	2.6	-0.5
Cc1ccc(NS(=O)(=O)c2cccc(C(=O)NCC(c3ccc(F)cc3)N3CCOCC3)c2)cc1 (configuration not stated)	-3.1	1.7	0.0	2.5	0.0	10.9	104.5	2.0	2.8
CCN1C(=O)S/C(=C/c2ccc(Oc3ccc([N+](=O)[O-])cn3)c(OC)c2)C1=O	14.3	7.8	0.1	-4.7	0.4	-8.4	90.3	2.9	-13.3
CC(NC(=O)c1ccc(Cl)c(Cl)c1)c1ccc(-c2ccccc2)cc1 (configuration not stated)	1.3	4.2	0.0	-0.1	-0.1	-11.5	93.6	-3.5	1.6

Going on with the list:
SMILES	MCL1-BIM inh	Bcl-xL primary	MEX-5 binding	Fam108B inh	Efflux pump inh	ZTA DNA inh	Yeast superoxide	GLD-1 RNA inh	EBNA-1 inhibitor
CCOc1ccc(CCNC(=O)CS(=O)Cc2nc(-c3ccccc3Cl)oc2C)cc1OCC (configuration not stated)	-0.1	3.7	-1.1	-0.6	0.0	-13.2	104.1	-0.3	-5.5
COCCN=C1NN=C(c2ccc(NC(C)=O)cc2)CS1	-1.4	3.4	0.6	-1.9	-0.3	-22.4	87.4	5.1	-3.0
CC[C@H](C)Cc1cn([C@@H](CCCN=C(NC(=O)OC(C)(C)C)NC(=O)OC(C)(C)C)C(=O)NCCCCCCCCCCC(=O)N2CCN(C(=O)OC(C)(C)C)CC2)nn1	2.8	-1.8	-2.0	0.8	0.2	-2.7	107.5	0.6	20.7
Cc1ccc(NC(=O)C(NS(=O)(=O)c2cccc3nsnc23)C(C)C)nc1 (configuration not stated)	-0.5	-0.4	1.6	-0.2	-0.2	2.0	91.6	5.3	1.8
CCOC(=O)C1=C(Cc2ccc(C)cc2)C(=O)c2ccccc2C1=O	36.8	27.1	3.4	4.6	0.3	5.2	100.7	42.8*	-2.4
O=C(NC(=S)Nc1ccc2c(c1)OCO2)c1ccc(Cl)cc1	3.8	4.6	0.6	0.8	0.4	9.5	92.8	-0.2	15.7
COc1ccc2nc(SCC(=O)c3c(N)n(C4CC4)c(=O)[nH]c3=O)[nH]c2c1	-13.4	-10.8	/	/	-0.1	-1.5	87.2	4.0	/
COc1ccc(C(=O)N/C(=C/c2ccccc2F)C(=O)NCCN2CCOCC2)cc1OC	3.9	4.7	-0.6	2.9	-0.2	11.5	101.7	3.8	5.2
O=C(c1ccc(CN2CCOCC2)cc1)N1CCC(Cc2ccccc2)CC1	6.7	5.5	0.5	-2.5	0.2	8.3	107.8	5.0	8.9
CC1CCN(C(=O)c2ccc(NC(=O)c3cccs3)cc2)CC1	3.0	6.6	-0.7	4.2	0.1	10.2	95.5	1.5	-10.4
COc1ccc(N/N=C(\C#N)C(=O)NCCc2ccc(OC)c(OC)c2)cc1	-0.2	3.2	-3.7	4.8	0.1	-7.4	102.0	-12.5	-0.1
COCc1nnc(NS(=O)(=O)c2ccc(F)cc2)s1	3.5	8.9	-0.7	3.0	-0.1	-11.1	104.8	5.8	-1.5
COc1ccc(Br)cc1CNC(C)c1ccccc1 (configuration not stated)	-4.1	1.3	1.7	-8.2	-0.1	-9.1	110.5	-2.9	0.3
O=C1CNC(=O)N1Cc1ccc(Br)cc1	2.2	6.4	-1.2	1.5	0.0	-7.1	117.6	1.7	-9.4
CCCn1c(SCC(=O)Nc2nnc(C)s2)nnc1-c1ccoc1C	-7.8	0.7	-2.9	-2.9	0.1	-16.0	108.5	-3.4	-3.2
CCc1ccc2c(COC(=O)CNS(=O)(=O)c3ccc(NC(C)=O)cc3)cc(=O)oc2c1	-4.9	0.0	-0.6	-0.5	4.5	13.4	86.3	-3.9	-0.8
O=C(CNC(=O)Cc1ccccc1)NCc1cccs1	-1.5	-0.8	/	/	0.1	2.4	150.4	1.4	/
Cc1cc(NC(=O)CCCC(=O)O)nc(C)n1	-3.6	3.9	-0.7	5.7	0.0	-11.9	101.7	3.2	9.1
Cc1nc(Cc2nnc(SC(C)C(=O)Nc3cccc(C#N)c3)o2)cs1 (configuration not stated)	5.2	5.0	-0.5	-1.3	0.0	1.0	111.6	6.5	3.1
Cc1ccc(NC(=O)CSCC(=O)N2CCN(C(=O)c3ccco3)CC2)cc1	-0.2	-1.3	/	/	-0.1	13.1	93.1	5.4	/
CN1C(C(=O)NCC2CC2)CC2Cn3c(nc4ccccc43)C21 (configuration not stated)	-9.5	-3.6	1.7	-5.7	0.4	-10.8	104.4	-7.7	1.4
CN(Cc1ccccc1)C(=O)c1ccco1	1.9	3.5	0.0	-2.6	0.3	-5.2	92.5	-2.9	-13.6
O=C(c1ccccc1)N1CCN(C(=O)c2ccccc2)CC1	4.5	4.5	1.2	-1.0	0.1	-4.9	102.3	3.8	6.2
Cc1ccc(S(=O)(=O)N2CCC(C(=O)Nc3nnc(-c4ccc(F)cc4)s3)CC2)cc1	3.1	4.2	-1.0	-2.0	-0.1	-4.1	100.5	1.9	4.0
COC(=O)C1=C(C)NC(=O)/C1=C\c1cc(C)n(-c2ccc(F)cc2)c1C	15.5	6.2	-0.3	-1.3	0.2	-1.7	97.7	9.5	-6.9

Entries above marked active in GLD-1 RNA inh:
SMILES | MCL1-BIM inh | Bcl-xL primary | MEX-5 binding | Efflux pump inh | GLD-1 RNA inh | EBNA-1 inhibitor
CCOC(=O)C1=C(Cc2ccc(C)cc2)C(=O)c2ccccc2C1=O | 36.8 | 27.1 | 3.4 | 0.3 | 42.8* | -2.4

Pulled one by one from the entries so far, four records:
SMILES	MCL1-BIM inh	Bcl-xL primary	MEX-5 binding	Fam108B inh	Efflux pump inh	ZTA DNA inh	Yeast superoxide	GLD-1 RNA inh	EBNA-1 inhibitor
Cc1ccccc1/C=N/Nc1ccc(Cl)nn1	10.9	5.5	-5.1	-3.0	0.0	-16.4	119.1	7.6	0.7
COc1ccc(C(=O)NC(=S)NC(C)(C)C)cc1Br	13.5	5.4	1.0	-1.3	0.0	13.2	95.3	-0.5	4.2
CC(NC(=O)c1ccc(Cl)c(Cl)c1)c1ccc(-c2ccccc2)cc1 (configuration not stated)	1.3	4.2	0.0	-0.1	-0.1	-11.5	93.6	-3.5	1.6
COC(=O)C1=C(C)NC(=O)/C1=C\c1cc(C)n(-c2ccc(F)cc2)c1C	15.5	6.2	-0.3	-1.3	0.2	-1.7	97.7	9.5	-6.9

Next section.
SMILES	MCL1-BIM inh	Bcl-xL primary	MEX-5 binding	Fam108B inh	Efflux pump inh	ZTA DNA inh	Yeast superoxide	GLD-1 RNA inh	EBNA-1 inhibitor
CC(C)NC(=O)NC(=O)COc1cccc2c1OC(C)(C)C2	0.4	4.2	2.0	1.2	0.0	-8.9	107.9	7.0	7.0
COc1cc(OC)cc(C(=O)N[C@H](C(=O)Nc2ccc3c(c2)OCO3)C(C)C)c1	-0.4	5.8	-0.4	2.4	-0.1	-1.6	97.0	2.7	0.1
CCOc1ccc(C(=O)Cc2cc3cccc(OC)c3oc2=O)cc1	-1.9	1.4	2.5	3.4	0.1	8.9	111.8	1.8	-9.2
S=c1nc(C2CC2)[nH]c2ccccc12	20.7	11.9	-1.3	4.9	-0.1	-2.2	97.1	-10.4	-9.1
CCCC(=O)NCCc1nc2ccccc2n1CCC	1.9	0.6	0.7	-1.0	0.0	2.1	110.2	-5.1	-4.5
Cc1nn(-c2ccccc2)c(N2CCCCC2)c1/C=N/O	1.6	6.5	1.0	-1.2	0.1	-20.3	106.3	6.8	-9.3
O=C(N/N=C/c1cc([N+](=O)[O-])cc([N+](=O)[O-])c1O)/C(=C\c1cccs1)NC(=O)c1ccccc1	20.6	8.0	-0.2	0.8	-0.1	1.7	103.9	4.9	-1.5
CCN(CC(=O)NCc1ccc(Cl)cc1)C(=O)/C=C/c1ccc(C#N)cc1	-5.8	-2.1	-10.0	-0.3	0.8	-15.0	112.1	0.1	-8.5
Cc1ccc2[nH]c(=O)c(CN(Cc3nnnn3Cc3ccccc3)C3CCCC3)cc2c1	7.2	6.8	-2.2	-2.5	0.0	12.0	111.4	-2.0	15.9
